Compound activity: PubChem BioAssay, several laboratories
GSK3B inh = blocks human GSK3beta kinase activity; P49841; GST-GSK3beta kinase, ADP-Glo luminescence, 60 min; stronger effect = lower value; activity score (negative = inhibition), % at 10 µM; hit rate 0.038% among 300,000; AID 2097;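 active = more than half of replicate wells score below -50%, meaning over 50% inhibition versus plate controls; inconclusive = some replicates but at most half score below -50%; inactive = no replicate scores below -50%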;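 also: 0% = median DMSO wells and -100% = median GW8510 positive control wells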
Target sequence (P49841 whole entry, looked up): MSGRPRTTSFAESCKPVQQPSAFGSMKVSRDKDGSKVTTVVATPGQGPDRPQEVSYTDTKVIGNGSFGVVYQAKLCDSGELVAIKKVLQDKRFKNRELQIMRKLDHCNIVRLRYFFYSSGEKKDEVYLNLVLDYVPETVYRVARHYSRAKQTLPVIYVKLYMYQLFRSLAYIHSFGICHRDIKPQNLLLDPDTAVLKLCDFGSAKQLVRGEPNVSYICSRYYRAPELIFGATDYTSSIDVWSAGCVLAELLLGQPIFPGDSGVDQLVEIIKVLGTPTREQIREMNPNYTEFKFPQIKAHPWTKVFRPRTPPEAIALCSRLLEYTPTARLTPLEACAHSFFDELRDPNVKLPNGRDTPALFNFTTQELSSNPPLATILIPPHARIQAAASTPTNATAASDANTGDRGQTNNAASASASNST
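Test system: GST-tagged human GSK3beta kinase, cell-free; evaluation: activity score scaled between in-plate DMSO and GW8510 controls; measured by: ADP-Glo luminescence; incubation: 60 min reaction, RT; benchmarks: DMSO and 20 µM GW8510; reagent: peptide substrate plus 25 µM ATP (final); medium: Tris/MgCl2 kinase buffer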
GSK3 alpha inh = human GSK-3 alpha kinase inhibition. hit rate 0.1% among 320,000. ADP-Glo luminescence, 60 min. inhibition, % at 10 µM. P49840. AID 2650;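 in the data active = inhibition above about 50%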;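 also: GST-tagged GSK-3 alpha with peptide substrate and 25 µM ATP; 0% = DMSO neutral wells and 100% = GW8510 positive control wells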
Target sequence (P49840 whole entry, looked up): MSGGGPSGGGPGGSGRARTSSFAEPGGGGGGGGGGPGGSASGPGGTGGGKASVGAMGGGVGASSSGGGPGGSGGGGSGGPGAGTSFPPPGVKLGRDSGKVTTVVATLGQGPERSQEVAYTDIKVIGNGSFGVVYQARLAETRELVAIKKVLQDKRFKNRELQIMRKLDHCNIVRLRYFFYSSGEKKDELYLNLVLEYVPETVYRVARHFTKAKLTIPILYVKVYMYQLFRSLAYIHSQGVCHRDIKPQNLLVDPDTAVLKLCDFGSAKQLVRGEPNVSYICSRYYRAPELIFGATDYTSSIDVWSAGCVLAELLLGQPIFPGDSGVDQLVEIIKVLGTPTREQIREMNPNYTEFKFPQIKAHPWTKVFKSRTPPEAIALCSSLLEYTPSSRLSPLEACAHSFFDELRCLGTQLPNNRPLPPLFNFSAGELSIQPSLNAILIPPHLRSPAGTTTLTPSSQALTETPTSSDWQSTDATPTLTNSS
HSP90 inh = inhibitors of HSP90 luciferase refolding in rabbit reticulocyte lysate; luciferase refolding luminescence, 3 h; inhibition, % at 5.6 µM; hit rate 0.91% among 290,000; AID 1789;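 active = inhibition above the screen-wide mean plus 3 SD, computed separately per campaign, cut at about 16% in these data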;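 also: 0% = DMSO wells and 100% = 60 µM geldanamycin wells; inhibitors lower the luminescence because luciferase stays unfolded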
HSF1 inhib = HSF1 inhibition; NIH3T3-HGL HSE-luciferase, MG132-induced, luminescence 8 h; stronger effect = lower value; activity change, negative = inhibition, % at 7.5 µM (by protocol); hit rate 0.77% among 300,000; AID 2098;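 active = more than half of replicate wells show activity change below -50%, luminescence cut by over half; inconclusive = some wells, but at most half, below -50%; inactive = no replicate well below -50%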;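 also: luciferase reports HSF-1 transcriptional activity via heat shock element; 0% = median of DMSO wells and -100% = zero luminescence signal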
HIF activator = HIF pathway transcriptional activation; U2OS HRE-luciferase reporter, luminescence; normalized: DMSO 0%, desferrioxamine 100%; activation, % at 7.5 µM (by protocol); hit rate 0.32% among 300,000; AID 1910;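 active = mean activation of at least 10% of the iron chelator positive control signal, with at least half of replicates also reaching 10%; inconclusive = mean and replicate majority disagree about reaching 10%; inactive = mean and most replicates under 10%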
AI-2 QS mod = modulators of Vibrio harveyi AI-2 quorum sensing system; Vibrio harveyi JMH597 AI-2 luminescence/OD600 ratio, 9 h; stronger effect = lower value; strain lacks LuxN and CqsS sensors; 0 = neutral-control median; activity change, % at 7.5 µM; hit rate 0.4% among 300,000; AID 2094; in the data active = activity change below about -75%, passing the limit was not always enough; inconclusive = no clear call, values can overlap the other calls;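 also: luminescence divided by OD600 gain over 9 h not by final OD600 alone; inactives centre near 13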
aSyn 5UTR inh = 5' untranslated region of α-synuclein, MLPCN primary screen; hit rate 0.82% among 300,000; alpha-synuclein 5'UTR reporter, inhibitor activity; AID 1813; inhibition, % (tested at 7.5 µM); in the data active = inhibition above about 60%; inconclusive = no clear call, values can overlap the other calls;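 also: H4 neuroglioblastoma cells stably carrying SNCA 5'UTR luciferase fusion; 0% = DMSO wells and 100% = positive control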
KLF5 inhibitor = suppresses KLF5 promoter-driven expression; AID 1700; hit rate 0.23% among 290,000; inhibition, % at 5 µM; DLD-1 KLF5 promoter-luciferase reporter, luminescence;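 active = inhibition above a per-plate limit of that plate's mean compound inhibition plus 3 SD, cut at about 60% in these data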;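 also: 0% = DMSO wells and 100% = LY294002 at 200 µM; higher means less KLF5 promoter-driven luciferase light; inactives centre near -14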
HSF-1 act = increases HSF-1 driven luciferase reporter signal | NIH3T3-HGL HSF-1 luciferase reporter, MG132, 8 h; 100% = twice DMSO control signal | activation, % at 9 µM | hit rate 1.7% among 300,000;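 active = mean replicate activation of at least 50% with a set share of replicates each reaching 50%; inconclusive = only one of those two conditions met; inactive = mean below 50% and too few replicates reaching it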;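 also: 0% = median of the neutral control wells and 100% = twice that signal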
IEC-6 tox = kills IEC-6 intestinal cells in KLF5 counter-screen | inhibition, % at 5 µM | IEC-6 cytotoxicity, luminescence viability | hit rate 0.78% among 290,000; in the data active = inhibition above about 22%;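 also: 0% = plate median of test compound wells and 100% = cytotoxic reference compound wells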
An asterisk follows results filed as active; ? = inconclusive; / = not tested or not shown.

1	CCOC(=O)CSC1=C(C#N)C(c2ccc(C)cc2)C2=C(CCCC2=O)N1 (stereo not drawn)
2	O=C(c1ccccc1)N1CCN(c2ccc([N+](=O)[O-])c(NCC3CCCO3)c2)CC1 (stereo not drawn)
3	COC(=O)c1scc(C)c1-n1ccc(C(=O)C(=O)N(C)C)c1
4	CC(NC(=O)c1ccccc1[N+](=O)[O-])C1CC2CCC1C2 (stereo not drawn)
5	COc1ccc(CNC(=O)C2CCCN2S(=O)(=O)c2ccc(C)cc2)cc1 (stereo not drawn)
6	CCn1c2ccccc2c2cc(NC(=O)N3CCOCC3)ccc21

| Compound | 1 | 2 | 3 | 4 | 5 | 6 |
| --- | --- | --- | --- | --- | --- | --- |
| GSK3B inh | -1 | 1 | 2 | 2 | 2 | 0 |
| GSK3 alpha inh | -1 | 1 | / | / | -2 | 7 |
| HSP90 inh | 5 | 5 | -4 | -2 | 2 | 0 |
| HSF1 inhib | 3 | 1 | -2 | 3 | -7 | 17 |
| HIF activator | -0.4 | -0.4 | -0.3 | 0.7 | 0.9 | 3.2 |
| AI-2 QS mod | -6 | 15 | 10 | 7 | -3 | 38 |
| aSyn 5UTR inh | -5 | 19 | 0 | 8 | 0 | -84 |
| KLF5 inhibitor | 5 | 3 | -8 | -45 | -10 | -56 |
| HSF-1 act | 15 | -9 | -2 | -6 | 3 | ? |
| IEC-6 tox | -1 | 2 | -5 | -4 | 4 | 4 |

7	O=C(Cn1c(=O)oc2cc(S(=O)(=O)N3CCOCC3)ccc21)N1CCc2ccccc2C1
8	COc1ccccc1CNS(=O)(=O)c1ccc(-n2cnnn2)c(OC)c1
9	O=C(Cn1c(C(F)(F)F)nc2ccccc21)N/N=C/c1ccco1
10	CC(/C=C/c1ccco1)=N\NC(=O)CNc1ccc2ccccc2c1
11	COc1ccc(N2CCN(CCNC(=O)Nc3cccc(C)c3C)CC2)cc1
12	CCSc1nc(=O)n(-c2ccccc2)c(C)c1C(C)=O

| Compound | 7 | 8 | 9 | 10 | 11 | 12 |
| --- | --- | --- | --- | --- | --- | --- |
| GSK3B inh | / | -2 | 2 | -2 | 2 | -3 |
| GSK3 alpha inh | 0 | 0 | 1 | 1 | -2 | -2 |
| HSP90 inh | 0 | -1 | -1 | 1 | 1 | -2 |
| HSF1 inhib | / | -5 | -5 | 10 | -1 | 11 |
| HIF activator | / | -0.2 | -0.1 | -0.3 | 0.5 | 0.6 |
| AI-2 QS mod | / | 35 | 25 | 25 | 12 | 8 |
| aSyn 5UTR inh | / | -1 | 2 | -70 | 4 | -3 |
| KLF5 inhibitor | -25 | -19 | 2 | -4 | -23 | -15 |
| HSF-1 act | / | 5 | -4 | 9 | 5 | 12 |
| IEC-6 tox | 4 | 0 | 6 | 6 | 2 | 2 |

13	CC1CCCN(c2nc3c(c(=O)[nH]c(=O)n3C)n2Cc2ccccc2Cl)C1 (stereo not drawn)
14	COc1ccc(N2C(=O)CC(NNC(=O)c3cc(C)oc3C)C2=O)cc1 (stereo not drawn)
15	COC(=O)c1cc(-c2ccc(S(=O)(=O)N3CCCC3)cc2)c(C(F)(F)F)s1
16	CC1(C)Cc2nc3scc(NC(=O)c4ccccc4)c3cc2CO1
17	CN1CCN(CCn2c(=S)[nH]c3ccccc3c2=O)CC1
18	O=C(O)c1cccnc1Sc1ncnc2sc3c(c12)CCC3

| Compound | 13 | 14 | 15 | 16 | 17 | 18 |
| --- | --- | --- | --- | --- | --- | --- |
| GSK3B inh | 3 | 2 | -2 | -4 | 1 | -2 |
| GSK3 alpha inh | -2 | -2 | -1 | 1 | -2 | -2 |
| HSP90 inh | -2 | -3 | -1 | -1 | -1 | 7 |
| HSF1 inhib | -4 | -5 | 8 | 8 | -1 | -2 |
| HIF activator | 0.3 | -0.5 | -0.3 | 1.6 | 0.8 | -0.1 |
| AI-2 QS mod | 17 | 2 | 27 | 4 | 15 | 23 |
| aSyn 5UTR inh | 29 | 10 | 2 | -19 | -4 | -16 |
| KLF5 inhibitor | -4 | -2 | -2 | -37 | -24 | -20 |
| HSF-1 act | 12 | 15 | 1 | 7 | -11 | -1 |
| IEC-6 tox | 3 | 3 | 1 | 7 | -5 | -6 |

A draw from above in order of molar mass, high to low.
7	O=C(Cn1c(=O)oc2cc(S(=O)(=O)N3CCOCC3)ccc21)N1CCc2ccccc2C1
15	COC(=O)c1cc(-c2ccc(S(=O)(=O)N3CCCC3)cc2)c(C(F)(F)F)s1
13	CC1CCCN(c2nc3c(c(=O)[nH]c(=O)n3C)n2Cc2ccccc2Cl)C1 (stereo not drawn)
11	COc1ccc(N2CCN(CCNC(=O)Nc3cccc(C)c3C)CC2)cc1
8	COc1ccccc1CNS(=O)(=O)c1ccc(-n2cnnn2)c(OC)c1
14	COc1ccc(N2C(=O)CC(NNC(=O)c3cc(C)oc3C)C2=O)cc1 (stereo not drawn)
16	CC1(C)Cc2nc3scc(NC(=O)c4ccccc4)c3cc2CO1
9	O=C(Cn1c(C(F)(F)F)nc2ccccc21)N/N=C/c1ccco1

| Compound | 7 | 15 | 13 | 11 | 8 | 14 | 16 | 9 |
| --- | --- | --- | --- | --- | --- | --- | --- | --- |
| GSK3B inh | / | -2 | 3 | 2 | -2 | 2 | -4 | 2 |
| GSK3 alpha inh | 0 | -1 | -2 | -2 | 0 | -2 | 1 | 1 |
| HSP90 inh | 0 | -1 | -2 | 1 | -1 | -3 | -1 | -1 |
| HSF1 inhib | / | 8 | -4 | -1 | -5 | -5 | 8 | -5 |
| HIF activator | / | -0.3 | 0.3 | 0.5 | -0.2 | -0.5 | 1.6 | -0.1 |
| AI-2 QS mod | / | 27 | 17 | 12 | 35 | 2 | 4 | 25 |
| aSyn 5UTR inh | / | 2 | 29 | 4 | -1 | 10 | -19 | 2 |
| KLF5 inhibitor | -25 | -2 | -4 | -23 | -19 | -2 | -37 | 2 |
| HSF-1 act | / | 1 | 12 | 5 | 5 | 15 | 7 | -4 |
| IEC-6 tox | 4 | 1 | 3 | 2 | 0 | 3 | 7 | 6 |

10	CC(/C=C/c1ccco1)=N\NC(=O)CNc1ccc2ccccc2c1
18	O=C(O)c1cccnc1Sc1ncnc2sc3c(c12)CCC3
6	CCn1c2ccccc2c2cc(NC(=O)N3CCOCC3)ccc21
3	COC(=O)c1scc(C)c1-n1ccc(C(=O)C(=O)N(C)C)c1
12	CCSc1nc(=O)n(-c2ccccc2)c(C)c1C(C)=O

| Compound | 10 | 18 | 6 | 3 | 12 |
| --- | --- | --- | --- | --- | --- |
| GSK3B inh | -2 | -2 | 0 | 2 | -3 |
| GSK3 alpha inh | 1 | -2 | 7 | / | -2 |
| HSP90 inh | 1 | 7 | 0 | -4 | -2 |
| HSF1 inhib | 10 | -2 | 17 | -2 | 11 |
| HIF activator | -0.3 | -0.1 | 3.2 | -0.3 | 0.6 |
| AI-2 QS mod | 25 | 23 | 38 | 10 | 8 |
| aSyn 5UTR inh | -70 | -16 | -84 | 0 | -3 |
| KLF5 inhibitor | -4 | -20 | -56 | -8 | -15 |
| HSF-1 act | 9 | -1 | ? | -2 | 12 |
| IEC-6 tox | 6 | -6 | 4 | -5 | 2 |

The listing continues.
19	CCN1C(=O)CC2(C[N+]3(C)CCC2CC3)C1=O (stereo not drawn)
20	O=C(CN1CCN(c2ccccn2)CC1)Nc1cccc(F)c1
21	Cc1cc(C(=O)NCc2ccco2)cs1
22	CC(/C=C/c1ccccc1)=N/NC(=O)CNC(=O)c1ccc2c(c1)OCO2
23	COc1cc2c(cc1OC)C(c1ccccc1)N(C(=O)c1cccc(S(C)(=O)=O)c1)CC2 (stereo not drawn)
24	N#Cc1cc([N+](=O)[O-])ccc1NCCN1CCOCC1
25	C=C1CSc2nc(=O)c3c4c(sc3n21)CCCC4
26	CC(C)NC(=O)COCc1cc(-c2ccc3c(c2)OCO3)on1
27	Oc1ccc2ccccc2c1N=Nc1nccs1

| Compound | 19 | 20 | 21 | 22 | 23 | 24 | 25 | 26 | 27 |
| --- | --- | --- | --- | --- | --- | --- | --- | --- | --- |
| GSK3B inh | 0 | 7 | 3 | 0 | -2 | 1 | -26 | -24 | -3 |
| GSK3 alpha inh | 6 | -3 | -3 | 0 | -1 | / | 0 | 0 | 4 |
| HSP90 inh | 4 | 2 | 6 | 0 | 4 | -5 | 3 | 1 | 17* |
| HSF1 inhib | -8 | -2 | -1 | -3 | 1 | -1 | -4 | 26 | -15 |
| HIF activator | -0.2 | 1.5 | 0.4 | -1.1 | 0.0 | -0.2 | -0.3 | -9.3 | 69* |
| AI-2 QS mod | 13 | 1 | 15 | 18 | 17 | 10 | 21 | 18 | ? |
| aSyn 5UTR inh | -3 | -9 | -31 | 13 | -67 | -1 | -18 | -42 | 87* |
| KLF5 inhibitor | -25 | -22 | -10 | 10 | -24 | 6 | -14 | -25 | 36 |
| HSF-1 act | -17 | 32 | 1 | 3 | -15 | 5 | -13 | 34 | 10 |
| IEC-6 tox | 0 | -4 | -4 | 2 | 9 | -3 | -3 | -1 | 17 |

Entries by screen from above:
Entries 17 to 21 in HSF-1 act: -11, -1, -17, 32, 1
Entries 17 to 21 in aSyn 5UTR inh: -4, -16, -3, -9, -31
Entries 17 to 21 in HSP90 inh: -1, 7, 4, 2, 6
